# Insulin prom up = insulin promoter activators in MIN6 cells, imaging, high-content screening, mouse beta cells; MIN6 insulin promoter-GFP reporter; stronger effect = higher value; 190,000 compounds, 0.3% hits; z-score at 5 µM;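 active means z-score above 3 at 5 µM with at least 500 cells counted in the well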
# Yfh1-depleted yeast = enhancers of respiration in Yfh1-depleted yeast, dose response, Friedreich's ataxia, plus single-dose screen (AID 1465); S. cerevisiae Yfh1-off respiration, WST-1 reduction, 72 h; higher fold induction means a stronger effect; one-dose fold induction at 50 µM; EC50 in µM for titrated hits; 220,000 compounds, 0.074% hits;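 active means fold induction of absorbance versus untreated yeast above a set limit, then at least 30% activation at any dose in follow-up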;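 further: activators that raise dye reduction in frataxin-depleted yeast; strong numbers were not always called active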
# NOD1 NF-kB reporter = NOD1 signaling inhibitors, primary screen, cell-based, luminescence, uHTS (AID 1578) | NOD1-driven NF-kB luciferase reporter cells, luminescence; higher % means a stronger effect | one-dose inhibition, % at 4 µM; EC50 in µM for titrated hits | 290,000 compounds, 1% hits; in the data active means inhibition mostly above about 36%, no sharp cut-off; inactive means mostly below about 34%;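 further: HEK-293T reporter cells stimulated with the NOD1 agonist gamma-tri-DAP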
# bCat nuc transl = modulators of beta-catenin nuclear translocation, primary screen, imaging, HeLa cells, immunofluorescence, high-content; 190,000 compounds, 0.3% hits; nuclear translocation activity, % at 5 µM;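 active means nuclear translocation activity above 50% at 5 µM, with a well cell count of 50 or more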;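 further: per-cell ratio of nuclear to cytoplasmic median beta-catenin stain intensity; plate controls were DMSO negative control for no effect and GSK-3 inhibitor IX positive control for full effect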
#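 Test system: HeLa cells, endogenous beta-catenin; Compound: single 5 µM dose plus 0.02–20 µM confirmation series; Times: compound exposure 24 h at 37°C; Signal: fluorescence imaging of beta-catenin antibody stain plus DAPI; Read-out: % activation, nuclear-to-cytoplasmic median beta-catenin signal ratio per cell.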
# Autophagy HCS = autophagy modulators in MEF cells, primary screen, imaging, high-content, MEF GFP-LC3. MEF GFP-LC3 puncta imaging; test concentration mostly 10 µM. calls only at 10 µM (by protocol). 190,000 compounds, 0.98% hits. AID 463193, 2010;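 active means percentage of spot-positive cells more than 3 SD above its plate mean, without a fluorescence outlier flag or 80% toxicity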;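 further: spot-positive cell cutoff set from DMSO-treated cells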
# HEK293 NOD2/NF-kB = NOD2 signaling inhibitors, cell-based, luminescence, uHTS, HEK293 (AID 1566). one-dose inhibition, % at 4 µM; EC50 in µM for titrated hits. 290,000 compounds, 0.63% hits. HEK293 NOD2/NF-kB luciferase reporter, luminescence; higher % means a stronger effect; in the data active means inhibition above about 50%; further: many of its hits are not listed in these tables
# P. falciparum M17LAP = P. falciparum M17LAP inhibitors, primary screen, biochemical, fluorogenic H-Leu-NHMec substrate, 1536-well (AID 1619); Leucine aminopeptidase (Plasmodium falciparum (isolate 3D7)); recombinant M17LAP, H-Leu-NHMec fluorogenic kinetic assay; higher % means a stronger effect; inhibition, % at 30 µM; hits with a dose series show IC50 in µM; 220,000 compounds, 0.38% hits;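 active means compound inhibiting the enzyme by more than half at any dose during confirmatory dose-response retesting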;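 further: plate controls were full reaction with DMSO carrier for no effect and no enzyme background for full effect; strong numbers were not always called active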
# Dynein transport = inhibitors of GR-EGFP nuclear translocation, primary screen, dynein cargo transport inhibitor project, imaging, high-content, 3617.4 mouse cells; z-score, hits read low; test concentration mostly 20 µM; stimulated with dexamethasone, 1 µM; stronger effect = lower value; 220,000 compounds, 0.47% hits;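 active means plate z-score of nuclear minus cytoplasmic receptor signal below a set negative limit, without overly bright fluorescence or cell loss, cut at about -3.5 in these data, passing the limit was not always enough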;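 further: z-score of nuclear minus cytoplasmic ring GR-EGFP intensity difference per well; some compounds called inactive have numbers as strong as hits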
#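 medium = tetracycline-free induction medium containing charcoal-stripped FBS | also added = 1.0 µM final dexamethasone stimulus | schedule = 48 h induction, 1 h compound, 30 min dex at 37 °C | technique = fixed, Hoechst-stained cells imaged at 10x for EGFP | measure = GR-EGFP nuclear translocation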
# MT stabilizer = microtubule stabilizers in HeLa cells, primary screen, imaging, high-content imaging | HeLa tubulin immunostaining HCS, 24 h; share of cells brighter than vehicle mean+2SD | % tubulin-high responders, % at 10 µM | 200,000 compounds, 0.83% hits;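 active means plate Z-score above 3 for both tubulin-high and condensed-nucleus cell shares, with cell loss under 80%, at 10 µM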;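 further: anti alpha tubulin signal scored within the nucleus-defined area of each cell; some results filed as inactive read as strong as hits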
# Dynein transport cytoplasmic EGFP = also measured in Dynein transport; calls as there; z-score; measured here: cytoplasmic GR-EGFP intensity; stronger effect = higher value
# Dynein transport nuclear GR-EGFP = further read-out of Dynein transport, marked with its call; z-score; measured here: nuclear GR-EGFP intensity;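 lower value marks the stronger effect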
# Dynein transport cell count = further read-out of Dynein transport, marked with its call; z-score; measured here: cell count per field
# Insulin prom up cell count = further read-out of Insulin prom up, marked with its call; cell count; measured here: cytotoxicity, nuclei count;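 total cells summed across four imaged fields per well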
# bCat nuc transl cell count 5 µM = further read-out of bCat nuc transl, marked with its call; cell count; measured here: cell count, cytotoxicity flag
# MT stabilizer Hoechst-high % = also measured in MT stabilizer; calls as there; % Hoechst-high responders; measured here: nuclear condensation Hoechst responders;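 share of cells brighter than vehicle mean plus two SD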
# MT stabilizer cytotoxicity % = second read-out of MT stabilizer, no call of its own (marks repeat the call); toxicity, %; measured here: cytotoxicity by cell density;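 0% = mean cell density of plate MIN control wells and 100% = no cells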
# Autophagy HCS cell loss 18 h = second read-out of Autophagy HCS, no call of its own (marks repeat the call); toxicity, %; measured here: cell loss, nuclei count;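 cell loss after 18 h compound exposure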
# * = called active by the depositor; i = inactive; . = no result given; + = active, no number.
SMILES,Insulin prom up,Insulin prom up cell count,Yfh1-depleted yeast,NOD1 NF-kB reporter,bCat nuc transl,bCat nuc transl cell count 5 µM,Autophagy HCS,Autophagy HCS cell loss 18 h,HEK293 NOD2/NF-kB,P. falciparum M17LAP,Dynein transport,Dynein transport cytoplasmic EGFP,Dynein transport nuclear GR-EGFP,Dynein transport cell count,MT stabilizer,MT stabilizer Hoechst-high %,MT stabilizer cytotoxicity %
COc1ccc(C2/C=C\CN(C(=O)Oc3ccc(C(F)(F)F)cc3)CC(=O)N2Cc2ccc(F)cc2)cc1 (stereo not given),.,.,i,-2%,5.3,1071,.,.,2%,-8%,-0.21,-0.83,0.051,0.28,.,.,.
CC1=C(C(=O)Nc2ccc(C)cc2)C(c2ccc(N(C)C)cc2)NC(=O)N1 (stereo not given),-0.03,1200,i,-16%,-0.9,1231,i,-6,16%,-4%,-0.87,-0.18,-0.48,1,3.3,2.9,1.3
O=C(O)c1cccc(NC(=O)c2ccc(Cl)c(S(=O)(=O)N3CCCCCC3)c2)c1,0.5,1275,i,-35%,0.2,1149,i,16,-72%,9%,-0.24,0.099,0.18,0.35,2.0,2.0,8.9
COc1ccc(C(c2nnnn2CC2CCCO2)N2CCN(c3cccc(C)c3C)CC2)cc1 (stereo not given),0.16,1246,i,6%,-7.9,1041,i,-4,-20%,15%,-0.33,-0.22,-0.22,0.2,1.5,0.7,7.8
COc1ccc(-c2cc(C(=O)NN)[nH]n2)cc1OC,-0.44,1249,i,-24%,-0.1,1444,i,6,-17%,9%,0.13,-0.2,0.083,0.2,4.9,1.6,8.6
CC1(C)CC(=O)/C(=C(\O)CCCN2C(=O)c3ccccc3C2=O)C(=NCCO)C1,1.2,1673,i,-17%,-2.8,1048,i,14,16%,5%,-0.95,0.86,-0.12,0.033,5.8,1.4,4.1
Cc1ccc(S(=O)(=O)Nc2ccc3c(c2)nc(C)n3C)cc1,-0.24,1116,i,12%,-0.4,1381,.,.,8%,4%,-0.042,-0.26,-0.097,0.1,.,.,.
COC(=O)c1cccc(C23CC4(C2)[C@H](CN(Cc2cccnc2)[C@@H]4c2ccccc2)C3c2ccc(C(F)(F)F)cc2)c1 (stereo not given in full),2,737,i,17%,-1.6,1063,.,.,-26%,5%,0.37,-0.69,0.31,-0.4,.,.,.
C=C(C)Cc1c(C)c(C#N)c2nc3ccccc3n2c1NCCCN(C)C,2,1069,i,1%,-1.3,1274,.,.,4%,-13%,0.75,-0.22,0.35,-0.42,.,.,.
CCOC(=O)c1ccc(NC(=O)CSc2nnc(C3CC3)n2CC)cc1,.,.,i,-24%,.,.,i,-4,5%,-18%,0.69,-0.22,0.21,0.43,3.4,2.0,5.0
NC(=O)COc1ccc(NC(=O)c2ccccc2-c2ccccc2)cc1,1.2,1486,i,-16%,-3.1,1084,i,26,7%,-2%,1.8,0.79,1.5,-1.4,1.9,0.8,2.2
O=c1cc(CSc2nnc(-c3ccccc3)o2)c2ccccc2[nH]1,0.43,1245,i,-22%,-2.7,1178,.,.,11%,-15%,0.18,-0.086,0.46,-0.85,2.1,1.7,5.1
CCn1c2ccccc2c2cc(NC(=O)c3ccc([N+](=O)[O-])cc3)ccc21,-0.48,1582,i,10%,-0.4,1061,i,13,-5%,19%,0.19,-0.19,-0.049,0.98,4.4,1.9,6.7
O=C(Cc1c[nH]c2ccccc12)Nc1ccccc1N1CCOCC1,-0.45,947,i,-22%,-2.8,1084,i,-10,9%,8%,-0.79,-0.12,-0.82,0.83,3.5,2.1,6.1
CCOC(=O)Nc1cc(C(=O)OC)cc(C(=O)OC)c1,0.89,1398,i,-24%,-9.7,982,i,-11,7%,20%,-0.038,-0.2,0.28,0.35,6.4,3.3,10
O.O.O.O=S(=O)([O-])OC[C@H]1O[C@@H](O[C@]2(COS(=O)(=O)[O-])O[C@H](OS(=O)(=O)[O-])[C@@H](OS(=O)(=O)[O-])[C@@H]2OS(=O)(=O)[O-])[C@H](OS(=O)(=O)[O-])[C@@H](OS(=O)(=O)[O-])[C@@H]1OS(=O)(=O)[O-].[Al],.,.,i,-26%,.,.,i,38,0%,-10%,0.49,-0.25,0.67,0.079,2.8,2.1,8.2
CCOc1cc(NC(=O)c2ccccn2)c(OCC)cc1NC(=O)c1ccc(C)cc1,0.16,996,i,-31%,0.8,1485,i,-10,12%,6%,1.9,-0.11,1.4,-1.7,4.9,2.3,0.1
Cc1cccc(CSc2nnc(-c3cccs3)n2Cc2ccco2)c1,-0.04,1588,i,1%,-1.0,1375,i,-3,2%,10%,-0.084,-0.2,-0.89,-0.045,2.7,1.7,10
COC(=O)c1ccc2c(c1)NC(=O)CS2,-1,1328,i,-32%,-0.6,1142,i,5,8%,-4%,0.81,-0.14,0.65,-0.21,4.3,2.7,4.6
O=C1CC(C(=O)Nc2cccc(F)c2)n2c(nc3ccccc32)N1 (stereo not given),0.18,1139,i,-8%,-0.4,1302,.,.,5%,1%,1,-0.21,1.2,-1.6,.,.,.
CCOC(=O)N1CCC(NC(=O)c2cc(C(=O)Nc3ccc(S(=O)(=O)N4CCCCC4)cc3)ccc2CO)CC1,0.39,1130,i,-11%,-1.1,1086,i,15,6%,1%,0.82,-0.24,0.55,-1.2,3.2,2.4,2.5
CCCCN(CCCC)C(=O)CCS(=O)(=O)c1ccc2c(c1)n(C)c(=O)c(=O)n2C,-0.26,1075,i,5%,-0.9,898,i,2,0%,3%,-0.083,-0.23,0.44,0.26,2.2,1.6,12
O=C(CC1Nc2ccccc2NC1=O)NCCc1ccccc1 (stereo not given),0.15,1737,i,-26%,-1.7,1075,i,-7,-12%,11%,-0.48,-0.13,-0.43,0.1,2.9,1.7,4.3
Cn1cccc1-c1nc2ccccc2[nH]1,0.15,1015,i,-5%,-1.4,1306,.,.,-40%,1%,0.91,-0.14,1,-2.1,.,.,.
COC(=O)[C@H](Cc1ccccc1)NC(=O)N1CCN(c2ccc(F)cc2)CC1,-0.28,1129,i,-6%,-0.5,1369,.,.,-7%,-6%,-0.36,-0.26,-0.22,0.44,.,.,.
Cc1ccc(C(=O)O)cc1-c1ccc(/C=C2/NC(=O)N(c3ccccc3)C2=O)o1,.,.,i,14%,-0.7,957,i,-4,-3%,9%,2.7,-0.25,1.4,-0.94,2.6,1.4,5.5
Cc1ccsc1C(=O)N(c1nc2ccccc2s1)c1c(C)cccc1C,-0.1,1574,i,-17%,-2.0,1421,i,-1,0%,11%,-0.99,-0.27,-0.35,1.5,1.8,1.9,6.8
COc1cccc(C(=O)NCCN2CCOCC2)c1,-0.34,1678,i,0%,-0.8,1285,i,4,10%,1%,1.7,-0.12,-0.14,-1.8,5.1,1.4,1.0
Cc1cc(/C=C2/C(=O)N(C)C(=S)N2C)ccc1N1CCCC1,.,.,i,-59%,1.7,927,+,-7.9*,-100%,-2%,-2.8,11,0.042,0.29,1.5,1.8,19
NC(=O)N/N=C/c1ccc(-c2ccc([N+](=O)[O-])cc2)o1,.,.,i,15%,3.9,1162,.,.,3%,3%,-0.23,-0.25,0.25,0.84,.,.,.
N#Cc1c(N2C(=O)Nc3ccccc3N2O)sc2c1CCCCCC2,0.04,1307,i,-23%,-4.6,538,i,11,-5%,12%,0.069,-0.19,0.2,-0.24,3.1,2.4,7.1
COc1ccc(C)cc1NC(=O)C(Sc1nnc2ccccn12)c1ccccc1 (stereo not given),-0.59,1233,i,-23%,.,.,i,21,13%,4%,0.3,-0.3,-0.13,-0.048,2.1,2.1,1.0
Cc1csc(N)n1,.,.,i,-27%,.,.,i,23,9%,-8%,-0.88,-0.25,0.1,0.51,2.5,2.4,5.7
CCOC(=O)C1=C(C)NC(=O)C(C#N)C1c1ccco1 (stereo not given),0.8,1385,i,19%,.,.,i,2,14%,5%,0.82,-0.076,1.4,-1.8,1.2,1.1,2.6
N/C(CC(=O)Nc1cccc(C(F)(F)F)c1)=N/O,-0.13,1140,i,-6%,-0.4,973,i,5,5%,5%,0.039,-0.11,0.047,0.54,7.9,3.5,10
CCC(=O)Nc1c(S(=O)(=O)c2ccc(C)cc2)c2nc3ccccc3nc2n1C(C)c1ccccc1 (stereo not given),-1.5,1489,i,-5%,-0.1,1019,i,11,0%,6%,1.1,-0.15,0.5,-0.94,4.8,1.7,11
CC(=O)Nc1ccc(/C=C/C(=O)c2ccccc2)cc1,0.3,1310,i,-10%,1.2,1322,.,.,-60%,2%,-0.88,0.18,-0.74,-0.58,.,.,.
FC(F)Sc1ccc(NC(=S)NC2CCCC2)cc1,-0.27,1143,i,-30%,1.6,1036,i,-8,-38%,19%,-0.57,-0.15,-0.24,-0.048,2.6,2.9,6.2

# Looked up by compound from the list above (2):
SMILES,Insulin prom up,Insulin prom up cell count,Yfh1-depleted yeast,NOD1 NF-kB reporter,bCat nuc transl,bCat nuc transl cell count 5 µM,Autophagy HCS,Autophagy HCS cell loss 18 h,HEK293 NOD2/NF-kB,P. falciparum M17LAP,Dynein transport,Dynein transport cytoplasmic EGFP,Dynein transport nuclear GR-EGFP,Dynein transport cell count,MT stabilizer,MT stabilizer Hoechst-high %,MT stabilizer cytotoxicity %
O=C(O)c1cccc(NC(=O)c2ccc(Cl)c(S(=O)(=O)N3CCCCCC3)c2)c1,0.5,1275,i,-35%,0.2,1149,i,16,-72%,9%,-0.24,0.099,0.18,0.35,2.0,2.0,8.9
CCCCN(CCCC)C(=O)CCS(=O)(=O)c1ccc2c(c1)n(C)c(=O)c(=O)n2C,-0.26,1075,i,5%,-0.9,898,i,2,0%,3%,-0.083,-0.23,0.44,0.26,2.2,1.6,12

# Screening data deposited in PubChem by several laboratories.

# The list is partial; rates above refer to the full screens.
